TWEAK Fn14 block = inhibitors of TWEAK-Fn14 interaction signaling; inhibition, % at 10 µM; TWEAK-stimulated Fn14 reporter cells, luciferase luminescence, 8 h; AID 1159606; 2% of 360,000 active; in the data active = inhibition above about 50%
SRC1 inh = inhibitors of human steroid receptor coactivator 1 (SRC1). Q15788. HEK293 GAL4-SRC1 luciferase reporter, luminescence. inhibition, % at 3.6 µM. 0.12% of 360,000 active. AID 588354;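 active = inhibition above the campaign mean plus 3 SD, with each screening campaign given its own cutoff, cut at about 60% in these data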;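 also: 0% = DMSO treated cells and 100% = gossypol at 36 µM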
KKLEB tox = counter-screen for CF NF-kB inhibitors: cytotoxicity. KKLEB CF airway cells viability, ATPlite luminescence, overnight; active compounds read low; cells stimulated with P. aeruginosa culture filtrate. activity change (cytotoxicity), % at 5 µM. 0.36% of 360,000 active. AID 602141;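 active = corrected activity change at or below -50% at 5 µM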
NR5A2 inv ag = NR5A2 inverse agonism in reporter assay. O00482. HEK293T StAR-luciferase reporter, LRH-1 transfected, 24 h. inhibition, % at 3.6 µM. 0.13% of 360,000 active;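 active = inhibition above the mean inhibition of all tested compounds plus 3 SD, cut at about 73% in these data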;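 also: 0% = DMSO wells and 100% = reporter-only cells lacking LRH-1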
Target sequence (O00482 whole entry, looked up): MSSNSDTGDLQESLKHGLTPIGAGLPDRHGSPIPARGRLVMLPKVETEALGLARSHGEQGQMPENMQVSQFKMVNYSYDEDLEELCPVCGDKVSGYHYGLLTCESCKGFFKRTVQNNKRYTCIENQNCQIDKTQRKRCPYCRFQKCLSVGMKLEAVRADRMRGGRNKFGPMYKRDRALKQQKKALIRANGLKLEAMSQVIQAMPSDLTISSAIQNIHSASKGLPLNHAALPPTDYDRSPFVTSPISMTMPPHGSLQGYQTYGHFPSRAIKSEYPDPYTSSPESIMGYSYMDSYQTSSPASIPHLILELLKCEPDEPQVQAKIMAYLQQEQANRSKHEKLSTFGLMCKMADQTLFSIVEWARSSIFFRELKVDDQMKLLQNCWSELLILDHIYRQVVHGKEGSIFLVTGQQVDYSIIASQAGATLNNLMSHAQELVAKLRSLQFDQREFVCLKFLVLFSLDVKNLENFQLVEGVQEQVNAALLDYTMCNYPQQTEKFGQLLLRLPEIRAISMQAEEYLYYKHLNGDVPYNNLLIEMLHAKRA
CF NFkB block = cystic fibrosis NF-kB activation inhibition; KKLEB NF-kB-GFP reporter, PAF-induced, GFP fluorescence overnight; inhibition, % at 5 µM; 0.86% of 360,000 active;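 active = at least 50% inhibition at 5 µM, scaled per plate between neutral and stimulator controls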;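 also: PAF is a Pseudomonas aeruginosa culture filtrate used as stimulus; plate controls were PAF-stimulated DMSO wells for no effect and unstimulated DMSO wells for full effect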
C8 TRAIL sens = caspase-8 TRAIL sensitization; NB7+C8 cells + TRAIL, ATPlite viability luminescence; inhibition (viability loss, TRAIL sensitization), % at 10 µM; 1% of 360,000 active; AID 624354;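 active = compounds causing at least 50% loss of cell viability in the single-dose screen, relative to plate controls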
NR2F2 inh = inhibitors of human COUP-TFII (NR2F2) | P24468 | HEK293T NGFI-A luciferase reporter, luminescence | inhibition, % at 8.6 µM | 0.7% of 370,000 active | AID 686940;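 active = inhibition above a per-plate cutoff, mean inhibition of test wells between control levels plus 3 SD, cut at about 38% in these data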;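 also: cells cotransfected with COUP-TFII expression vector driving the NGFI-A reporter; 0% = median of COUP-TF2 test wells and 100% = reporter-only cells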
Target sequence (P24468 whole entry, looked up): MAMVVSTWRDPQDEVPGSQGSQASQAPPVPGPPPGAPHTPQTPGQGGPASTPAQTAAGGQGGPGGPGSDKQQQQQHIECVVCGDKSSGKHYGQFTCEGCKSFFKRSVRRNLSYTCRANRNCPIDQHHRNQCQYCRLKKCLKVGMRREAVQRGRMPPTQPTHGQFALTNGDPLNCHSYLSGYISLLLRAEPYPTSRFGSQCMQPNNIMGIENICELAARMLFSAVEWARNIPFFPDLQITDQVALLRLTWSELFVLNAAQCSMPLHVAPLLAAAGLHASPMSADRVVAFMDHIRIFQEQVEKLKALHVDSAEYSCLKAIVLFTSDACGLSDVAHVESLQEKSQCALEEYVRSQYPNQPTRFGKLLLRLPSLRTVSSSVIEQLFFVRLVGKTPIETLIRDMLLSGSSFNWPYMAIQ
Shn3 inh set2 = reduces Shn3 3'UTR luciferase signal in osteoblasts | Clone20 osteoblast Shn3 3'UTR firefly luciferase, 24 h | AID 588674 | 0.52% of 360,000 active | inhibition, % at 12.5 µM;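 active = mean inhibition of at least 75% with every replicate also reaching 75%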;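 also: 0% = median of neutral control wells and 100% = pilot-screen positive control compound; some compounds past the cut are filed as inactive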
LMP1 NFkB inh = reduces LMP1-driven NF-kappaB luciferase signal | LMP1-induced NF-kappaB luciferase reporter cells, luminescence | inhibition, % at 12.5 µM | 0.69% of 350,000 active | AID 504558; in the data active = inhibition above about 41%;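 also: 0% = neutral control wells and 100% = reference inhibitor control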
TROY signal inh = TROY signaling inhibition | Q293 LMP1-TROYcd NF-kB luciferase reporter, 4 h | inhibition, % at 10 µM | 0.98% of 360,000 active;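 active = compounds whose plate-normalised and pattern-corrected inhibition of the luciferase reporter signal at the single screening dose is 50% or more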
SRC3 inh = inhibitors of human steroid receptor coactivator 3 (SRC3); Q9Y6Q9; HEK293 GAL4-SRC3 luciferase reporter, luminescence; inhibition, % at 3.6 µM; 0.17% of 360,000 active; AID 588352;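 active = inhibition above a per-campaign cutoff, the mean of all compounds plus 3 SD, cut at about 60% in these data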;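 also: 0% = DMSO-treated cells and 100% = gossypol-treated cells at 36 µM; higher means less SRC3-driven luciferase light from the GAL4 reporter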
Active calls of the source: *; nt = not tested or not shown. These rows are one share of the data. The share of hits here may be higher or lower than overall.

Below each SMILES: TWEAK Fn14 block	SRC1 inh	KKLEB tox	NR5A2 inv ag	CF NFkB block	C8 TRAIL sens	NR2F2 inh	Shn3 inh set2	LMP1 NFkB inh	TROY signal inh	SRC3 inh
1: CC(C)(C)NC(=O)CSc1nc(N)cc(=O)[nH]1
  1	-5	-14	-15	7	0	-3	-13	4	-18	10
2: O=C1NCCCC1C(=O)N/N=C/c1cccc(O)c1 (stereo not drawn)
  3	-14	13	8	-10	-3	2	0	8	7	-1
3: Cn1c(SCC(=O)NC2CCCC2)nc2cccnc21
  9	-17	8	-4	-9	-5	2	-13	-8	-11	-19
4: Cc1ccc(OCC(=O)NC(C)c2ccccc2)c([N+](=O)[O-])n1 (stereo not drawn)
  -1	-15	2	12	2	-13	-2	-6	14	10	2
5: O=C(NCc1ccncc1)C(F)(F)C(F)(F)C(=O)NCc1ccncc1
  14	0	0	-6	4	-12	-3	-13	5	-2	11
6: Cc1c(/C=C/C(=O)c2ccc(O)cc2)cnn1C
  8	-99	23	-66	-7	28	-37	-35	-12	-57	-71
7: O=C(CSc1n[nH]c(-c2cccnc2)n1)Nc1ccccc1C(F)(F)F
  7	-2	4	-6	-6	12	-3	19	-15	-2	-10
8: Cc1cccc(C)c1NC(=O)C(C)NCc1cccs1 (stereo not drawn)
  12	4	14	-9	-28	-6	-3	-14	-2	12	-23
9: CC(=O)CC1c2cc(F)ccc2C=C(c2ccsc2)N1c1ccc(C#CC2(O)CCCCC2)cc1 (stereo not drawn)
  57*	nt	nt	-21	nt	9	-16	nt	nt	-13	nt
10: COc1ccc([C@H]2CC(=O)C=C(c3c(C)cc(C)cc3C)C2)cc1
  -12	-7	-4	-9	17	-19	12	-3	-13	-12	-1
11: Clc1ccccc1CSC1=NCCN1
  18	11	6	9	-10	9	20	5	-6	-4	20
12: CCc1cccc(CC)c1NC(=O)c1cccc(N)c1
  8	19	0	-4	2	11	-9	4	-7	11	22
13: CC(C)CN(C(=O)c1ccc(S(=O)(=O)N2CCOCC2)cc1)C1CCS(=O)(=O)C1 (stereo not drawn)
  -8	3	18	3	-27	-31	-2	-6	-4	-5	-3
14: Cc1cccc2cc(CN(Cc3ccc(F)cc3)C(=O)N3CCOCC3)c(=O)[nH]c12
  4	6	-24	11	21	-15	7	-3	-11	-19	14
15: O=C(COC(=O)c1ccc(O)cc1)NC1CCCCCCC1
  -17	-6	-15	-9	-8	-2	12	4	-4	-22	2

(next part)
Below each SMILES: TWEAK Fn14 block	SRC1 inh	KKLEB tox	NR5A2 inv ag	CF NFkB block	C8 TRAIL sens	NR2F2 inh	Shn3 inh set2	LMP1 NFkB inh	TROY signal inh	SRC3 inh
16: Cc1ccc(Cc2c(C3CCCCC3)nc3ccc(Br)cn23)cc1
  -4	-26	-10	-61	26	19	-42	11	nt	-27	-26
17: COc1ccccc1NC(=O)CCC(=O)Nc1cc(OC)c(NC(=O)c2cccs2)cc1OC
  20	-17	7	12	-24	1	1	10	-10	-9	-2
18: Cn1cccc1C1C(C#N)=C(N)OC2=C1C(=O)CCC2 (stereo not drawn)
  -22	-68	2	1	6	-37	5	24	nt	2	23
19: CC1CCCCC1NC(=O)CSc1nnc(CN2CCOCC2)n1C (stereo not drawn)
  -12	-7	-9	6	20	8	1	-4	-7	-24	17
20: CC(C)OP(=O)(OC(C)C)C(NC(=O)c1ccc(Br)cc1)c1ccccc1 (stereo not drawn)
  3	-2	-5	2	6	10	0	6	0	7	12
21: O=C(NN1C(=O)/C(=C/c2ccc(O)cc2)SC1=S)c1cccc(O)c1
  -7	-53	7	5	11	-5	-20	-26	-9	7	-5
22: CN(C)S(=O)(=O)c1cccc(NC(=O)COC(=O)COc2ccccc2[N+](=O)[O-])c1
  -39	7	-4	3	-7	-1	19	-2	-2	0	15
23: CN1CCCC(CC2Oc3ccccc3Sc3ccccc32)C1 (stereo not drawn)
  12	-1	0	-3	11	16	9	-14	-8	-2	13
24: CC(=O)c1cccc(NC(=O)C(=O)Nc2cccc3ccccc23)c1
  -28	-31	0	-21	10	4	-11	-33	-16	-67	-35
25: Cc1ccc(S(=O)(=O)NCCC(=O)NC2CCCCCC2)cc1C
  5	4	-4	-14	-4	-10	4	-2	-1	-17	15
26: CCCn1c(=O)c(C(=O)NCc2ccc3c(c2)OCO3)c(O)c2ccccc21
  -12	-7	3	5	11	-2	18	14	2	0	-15
27: Cc1ccc(N2CC(C(=O)NCc3ccco3)CC2=O)cc1Cl (stereo not drawn)
  13	-2	-8	-12	31	-1	8	-8	4	-10	-18
28: CCCOc1ccc(C(=O)Nc2ccc3c(c2)OCO3)cc1
  18	-63	-25	-91	-1	46	-63	-109	-65	-46	-98
29: C=CCc1cccc(/C=N/c2ncccc2O)c1O
  -9	4	5	-17	-13	-16	-12	19	-9	-4	-5
30: O=C(Nc1ccncc1)c1ccc(Cl)c([N+](=O)[O-])c1
  30	1	8	27	-12	0	1	26	3	-13	21

Later entries:
Below each SMILES: TWEAK Fn14 block	SRC1 inh	KKLEB tox	NR5A2 inv ag	CF NFkB block	C8 TRAIL sens	NR2F2 inh	Shn3 inh set2	LMP1 NFkB inh	TROY signal inh	SRC3 inh
31: Cc1cccc(NC(=O)CN2CCN(CC(=O)Nc3ccc(-c4ccccc4)cc3)CC2)c1C
  -5	-6	-6	8	14	-14	7	5	-1	-4	-6
32: Cc1cc(C2=CC(=O)C[C@H](c3ccc4c(c3)OCO4)C2)ccc1F
  -39	-17	-17	10	14	-4	-11	-16	1	-37	-4
33: CCOC(=O)c1c(-c2ccco2)csc1NC(=O)COC(=O)c1cnc(C)cn1
  -12	-26	-6	9	-6	3	15	1	-1	22	8
34: O=C(NCc1ccc2c(c1)OCO2)c1ccc2c(c1)C(=O)N(Cc1cccnc1)C2=O
  -1	12	8	8	1	-5	5	-19	3	-4	-28
35: O=[N+]([O-])c1cncc([N+](=O)[O-])c1Nc1ccccc1Cl
  2	8	-10	16	12	-14	12	8	2	12	17
36: COc1ccc(/C=N/NC(=O)c2cccnc2)cc1CSc1ccccn1
  14	-24	-5	-4	-7	13	-3	-4	-16	-13	4
37: Cc1nc2c(-c3ccccc3)c(C)nn2c(C)c1CCC(=O)NCc1ccco1
  -43	-35	5	-4	-46	4	19	-2	-5	1	-17
38: CCCc1nn(C)c(C(N)=O)c1[N+](=O)[O-]
  18	4	-9	16	4	1	5	11	-3	15	2
39: C/C=C/c1cnc2c(c1)C(=O)N([C@@H](C)CO)C[C@H](C)[C@@H](CN(C)S(=O)(=O)c1ccc(C)cc1)O2
  -3	-26	-2	-14	16	-3	-6	-3	3	-2	8
40: COc1ccc(C(=O)C[n+]2ccc3c(c2)nnn3-c2ccccc2)cc1
  -9	-69	3	7	-4	8	8	9	-3	13	0
41: Cc1nn2c(N3CCOCC3)cc(C(C)C)nc2c1-c1ccccc1
  -12	0	-8	2	24	-14	2	10	0	7	3
42: CC(C)Cc1ccc(C(C)C(N)=Nc2ccc(O)cc2)cc1 (stereo not drawn)
  -11	6	2	-2	-4	21	-16	1	16	2	20
43: Cc1ccc(/C=N/NC(=O)CC(=O)NCc2cccnc2)cc1
  8	2	1	-10	12	-12	-5	9	5	1	13
44: CC(C)(C)OC(=O)N1CCN(c2ccc(NC(=O)c3ccco3)cc2)CC1
  -7	-13	-2	-9	-7	8	17	3	4	-1	14
45: C=CCn1c(=O)[nH]c2cc(C(=O)N3CCN(c4ccc(C(C)=O)cc4)CC3)ccc2c1=O
  5	0	5	-1	-22	14	22	7	1	7	16

Remaining list, next part.
Below each SMILES: TWEAK Fn14 block	SRC1 inh	KKLEB tox	NR5A2 inv ag	CF NFkB block	C8 TRAIL sens	NR2F2 inh	Shn3 inh set2	LMP1 NFkB inh	TROY signal inh	SRC3 inh
46: Cc1cc(Oc2ccc(=O)n(C)n2)nc(SCC(N)=O)n1
  -13	-5	4	7	-18	-21	-15	2	6	0	6
47: COc1cc(OC)c(OC)cc1/C=C/C(=O)OCC(=O)Nc1c(C)n(C)n(-c2ccccc2)c1=O
  4	-2	8	8	-11	-15	-4	-1	5	10	0
48: COc1ccc(-c2nnc(SCC(=O)N3CCCCC3)o2)c(OC)c1
  -12	-38	16	-70	-10	-6	-45	-17	-14	-44	-22
49: O=C(Cc1ccccc1)Nc1nccs1
  0	-20	3	3	2	-5	17	11	-9	1	-3
50: COc1cc2ccccc2cc1C(=O)N(CCN(C)C)c1nc2ccc(C)cc2s1
  8	3	4	-2	24	28	1	0	2	-31	-2
51: O=S(=O)(NCc1cn2ccccc2n1)c1ccccc1F
  4	-1	-2	-6	-3	-21	4	-11	-3	-17	-6
52: CCOC(=O)[C@]12CCCC=C1N(Cc1ccco1)C(=O)[C@H](CC(=O)N1CCOCC1)C2
  -2	nt	nt	17	nt	-14	4	nt	nt	-10	nt
53: CC(=O)NC(=O)c1cnn(-c2ccccc2)c1N
  -6	12	-10	7	21	6	-9	7	2	11	27
54: CCOC(=O)C1CCCN(C(=O)Nc2ccccc2)C1 (stereo not drawn)
  -5	-1	-28	-11	2	-8	10	1	-1	11	3
55: CC(Sc1nnc(C2CC2)n1C1CC1)C(=O)c1ccc(Br)cc1 (stereo not drawn)
  -8	-11	-8	-9	11	-11	0	-2	-3	4	2
56: COc1ccccc1NS(=O)(=O)c1ccc2c(c1)NC(=O)C(C)S2 (stereo not drawn)
  2	-7	-11	5	10	7	-8	25	0	9	20
57: CC1CN=C(N(C(=O)Nc2ccccc2)c2ccc(F)cc2)S1 (stereo not drawn)
  -15	-7	12	18	-1	-3	-4	14	2	-7	-25
58: O=C(O)c1ccc(Nc2nc3ccc(Cl)cc3[nH]2)cc1
  5	-10	-8	-4	11	-2	5	-16	5	-23	-5
